From PubChem BioAssay
Polio RdRp inh – poliovirus RdRp elongation inhibitors, primary screen, biochemical, fluorescence polarization, total intensity | AID 588519, 2011 | poliovirus polymerase elongation; stronger effect = lower value | 150,000 compounds, 0.66% hits | Genome polyprotein (Poliovirus type 1 (strain Mahoney)), P03300 | % elongation, % (compound at 16.7 µg/mL); in the data active means % elongation below about 90%; further: some results filed as inactive read as strong as hits
Target sequence (P03300 1749-2209 limits assumed): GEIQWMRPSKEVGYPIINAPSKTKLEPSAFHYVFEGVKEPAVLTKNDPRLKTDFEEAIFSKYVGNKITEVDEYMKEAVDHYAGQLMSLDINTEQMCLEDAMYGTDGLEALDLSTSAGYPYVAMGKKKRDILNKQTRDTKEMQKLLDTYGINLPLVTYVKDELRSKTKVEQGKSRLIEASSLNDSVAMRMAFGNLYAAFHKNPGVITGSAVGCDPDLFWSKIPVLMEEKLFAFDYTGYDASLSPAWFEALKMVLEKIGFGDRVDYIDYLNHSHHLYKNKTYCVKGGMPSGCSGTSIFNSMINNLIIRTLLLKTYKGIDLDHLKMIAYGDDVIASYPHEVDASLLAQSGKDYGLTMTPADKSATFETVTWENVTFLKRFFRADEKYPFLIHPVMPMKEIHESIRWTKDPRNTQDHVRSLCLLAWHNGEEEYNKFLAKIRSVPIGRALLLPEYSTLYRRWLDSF
Polio RdRp inh FP z-score – second read-out of Polio RdRp inh, no call of its own (marks repeat the call); z-score; measured here: FP z-score; hits read low
Active calls of the source: *.

The line under a structure holds: Polio RdRp inh | Polio RdRp inh FP z-score
> O=C(O)C1OC(Oc2cc(O)c3c(=O)cc(-c4ccccc4)oc3c2O)C(O)C(O)C1O (centres undefined)
  100 | 0.1
> O=C(/C=c1/[nH]/c(=C/c2ccc(F)cc2)c(=O)[nH]c1=O)c1ccccc1
  43 | -5.6
> CCc1ccc(CNCc2c(C(=O)O)c(C)n(Cc3c(F)cccc3Cl)c2C)cc1
  101 | -0.9
> CCS(=O)(=O)CCSc1nc(C)cc(C)c1C#N
  101 | 0.1
> CCc1ccc(NC(=O)CSC2=Nc3ccccc3C3=NC(CCC(=O)NCc4ccco4)C(=O)N23)cc1 (centres undefined)
  102 | -1.1
> CCN1CCN(C(=O)CCC(=O)N2CC3CCCN3c3ccccc32)CC1 (centres undefined)
  101 | 0
> CC(Sc1nc2sc3c(c2c(=O)[nH]1)CCCC3)C(=O)Nc1nccs1 (centres undefined)
  102 | 0
> CCCn1c(SCc2nc3ccccc3[nH]2)nc2ccccc21
  101 | -0.3
> O=C(Nc1ccc2nc(SCC(=O)N3CCc4ccccc43)sc2c1)c1ccc(Cl)cc1
  108 | 0.2
> O=C(COC(=O)Cc1ccccc1)Nc1ccc(Cl)cn1
  109 | 0.8
> O=C(COc1nc2ccccc2nc1N1CCOCC1)N1CCc2ccccc2C1
  104 | 0.2
> COc1ccccc1CNC(=O)Cn1ncc2c(=O)oc3ccc(C)cc3c21
  107 | 0.3
> CCC(C)C1NC(=S)N(C2CCCCC2)C1=O (centres undefined)
  102 | 0
> O=C(COc1cc(O)c2c(=O)cc(-c3ccccc3)oc2c1)c1ccccc1
  103 | 0.4
> O=C(Nc1cnc(N2CCC(N3CCCCC3)CC2)c(C(=O)O)c1)c1ccc(Br)cc1
  102 | -1.1
> O=C1c2ccccc2C(=O)N1CC1CCCN2CCCCC12 (centres undefined)
  104 | 0.5
> CN(Cc1ccco1)S(=O)(=O)c1nnc(NC(=O)c2ccccc2Cl)s1
  106 | -0.5
> CC1CCN(C(=O)Cn2cc(SCc3ccccc3)c3ccccc32)CC1
  114 | -0.1
> CCn1c(C(=O)NCc2ccccc2)cc2oc3ccccc3c21
  106 | 1.5
> CCOC(=O)c1cccc(NC(=O)CC2C(=O)N(c3ccc(C)cc3)C(=O)N2Cc2cccc(OC)c2)c1 (centres undefined)
  98 | -2.2

The results go on.
The line under a structure holds: Polio RdRp inh | Polio RdRp inh FP z-score
> COc1cc2c(N3C(=O)CCC3=O)c3c(=O)oc(C)cn3c2cc1OC
  106 | 1.6
> CCc1ccc(N2CC(C(=O)NC(C)CC)CC2=O)cc1 (centres undefined)
  100 | -0.2
> COc1ccccc1C(=O)Nc1ccc(-c2cc(C(F)(F)F)nn2-c2ccccc2)cc1
  101 | -0.4
> Cc1[nH]c2ccc(C(=O)Nc3ccccc3N3CCOCC3)cc2c1C
  101 | -0.2
> COc1cc(/C=C/C(=O)OCC(=O)Nc2cccc(F)c2)ccc1O
  107 | 0.1
> O=S1(=O)N=C(Cl)c2ccccc21
  99 | -0.4
> O=C(NCc1ccc2c(c1)OCO2)c1cccc(C(=O)NCc2ccc3c(c2)OCO3)c1
  101 | -0.1
> CC1=C(C(=O)OCC2CCCO2)C(c2ccc(C)o2)C2=C(CCCC2=O)N1 (centres undefined)
  102 | 0.1
> CCCCn1cc(C(=O)c2cc(C)ccc2O)cc(C#N)c1=O
  107 | 0.8
> CCCN(CC1CC1)C(=O)CSc1nnc(Nc2ccccc2F)s1
  100 | -0.4
> Cc1nc2ccccc2nc1CSc1nc2sc3c(c2c(=O)n1C)CCC(C)C3 (centres undefined)
  103 | -0.1
> O=c1/c(=C2/CCCCCN2)c2nc(-c3ccccc3)cn2n1-c1ccccc1
  105 | 0.4
> COc1ccccc1C(=O)N/C(=C\c1ccccc1)C(=O)N1CCOCC1
  97 | -0.7
> CCc1ccc(NC(=O)Cn2ncc3c(C)n(Cc4cccc(Cl)c4)c(C)c3c2=O)cc1
  104 | -0.4
> CNC(=O)NC(=O)CSc1nnc(-c2ccco2)o1
  106 | 0.3
> O=C(CN1CCCc2ccccc21)Nc1ccccc1
  101 | 0.6
> COc1ccc(-n2c(O)c(C=NC(C)(C)C)c3ccccc3c2=O)cc1
  104 | 0.4
> N#Cc1c(C(F)(F)F)cc(-c2cccs2)nc1SCC(=O)Nc1cccc(Br)c1
  115 | 2.4
> COc1cc(CN(C(=O)COc2ccc(F)cc2)c2ccccn2)cc(OC)c1OC
  109 | 0.2
> C=CCN1CCN(C(=O)Cc2cccc(C)c2)CC1
  99 | -1.5

(cont.)
The line under a structure holds: Polio RdRp inh | Polio RdRp inh FP z-score
> CCOc1cccc(/C(O)=C2/C(=O)C(=O)N(Cc3ccncc3)C2c2ccccc2)c1 (centres undefined)
  107 | 1
> Cc1ccc(C(=O)NCCN2CCNC2=O)cc1
  104 | 0.4
> Cc1cccc(C(=O)NNc2ncnc3c2cnn3-c2ccc(C)c(Cl)c2)c1
  105 | -0.4
> O=C1CCCc2cc(S(=O)(=O)NCC3CCC(C(=O)NCc4ccccc4Cl)CC3)ccc2N1 (centres undefined)
  104 | -0.4
> CCN(C(=O)N(C)C)c1ccccc1C
  99 | -1.1
> CSc1ccc(CCNC(=O)c2ccc3c(c2)nc2n3CCCCC2)cc1
  115 | 1.4
> CS(=O)(=O)N1CCSC1c1ccc(Cl)cc1Cl (centres undefined)
  103 | 0.3
> CCCn1c(=O)c(-c2nc3ccccc3[nH]2)c(O)c2ccccc21
  102 | -0.1
> Cc1c(O)ccc(/C(Cc2ccc3ccccc3n2)=N\N)c1O
  116 | 1.5
> Fc1cccc(NCc2ccccc2-c2nnc(-c3ccccc3Cl)o2)c1
  107 | 0.7
> O=C(NCCCCc1ccccc1)c1nn(-c2ccccc2)nc1CO
  105 | -0.3
> CCN(Cc1ccccc1)C(=O)CCS(=O)(=O)c1cc2c(cc1Cl)NC(=O)CO2
  104 | -0.3
> Cc1ccc(C)n1NC(=O)c1cccc(Br)c1
  102 | -0.1
> O=C(Nc1ccccc1)N(Cc1c[nH]c2ccccc12)C1CCCC1
  98 | -0.8
> CS(=O)(=O)c1nc2ccccc2n1C/C=C/c1ccccc1
  104 | 0.7
> Cc1cc(=O)n(CC(=O)NC(C)c2ccccc2)c2c1c(C)nn2C (centres undefined)
  100 | -0.5
> CCOC(=O)CCNC(=O)N1CCN(S(=O)(=O)c2ccc3c(ccn3C)c2)CC1
  112 | 1.5
> C=CCn1c(=C(C#N)C#N)s/c(=C\c2ccccc2OC(F)F)c1=O
  106 | 0.5
> Cc1[nH]c2ccc(F)cc2c1CCN(Cc1ccco1)C(=S)NC1CCCCC1
  104 | 1.1
> Cc1ccc(Cl)cc1NC(=O)CCc1c(C)nc2c3cccnc3nn2c1C
  104 | -0.1

Single records (already shown).
Cc1cc(=O)n(CC(=O)NC(C)c2ccccc2)c2c1c(C)nn2C (centres undefined) is listed as Polio RdRp inh = 100; Polio RdRp inh FP z-score = -0.5
O=C(NCCCCc1ccccc1)c1nn(-c2ccccc2)nc1CO is listed as Polio RdRp inh = 105; Polio RdRp inh FP z-score = -0.3
CS(=O)(=O)c1nc2ccccc2n1C/C=C/c1ccccc1 is listed as Polio RdRp inh = 104; Polio RdRp inh FP z-score = 0.7

Next section
The line under a structure holds: Polio RdRp inh | Polio RdRp inh FP z-score
> COc1cccc(/C=N/NC(=O)COc2c(C)cccc2C)c1O
  101 | -0.3
> CC1=C/C(=N/NC(=O)COc2cc(C)ccc2C(C)C)CC1
  103 | 0.3
> CSc1nc(-c2ccccc2)c(C#N)c(N(C)C2CCCCC2)n1
  102 | -0.1
> N#Cc1ccc(CSc2nnc(-c3cccs3)n2CC2CCCO2)cc1 (centres undefined)
  107 | 1
> CCOC(=O)c1c(C)[nH]c(C)c1C(=O)COC(=O)c1ccc(N2CCCC2=O)cc1
  99 | -0.4
> Cc1cccc(C(CC(=O)NC2CC2)n2cccc2)c1 (centres undefined)
  101 | 0.1
> CCc1c(C)[nH]c(C(=O)OCc2ccccc2)c1C
  105 | 0.3
> Cc1cc(S(=O)(=O)NC2CCCCNC2=O)c(C)s1 (centres undefined)
  103 | 0.1
> O=C(NC(Cc1ccccc1)C(=O)O)C1CCCCC1 (centres undefined)
  100 | 0
> COc1ccc(Cl)cc1C(=O)N1CCCC1
  101 | -0.1
> Cc1ccc(Cn2c(C)c(CNCCCc3ccccc3)c(C(=O)O)c2C)cc1
  106 | -0.3
> N#C/C(=C\c1cn(-c2ccccc2)nc1-c1cccs1)c1cccc(C#N)c1
  104 | 2.5
> Fc1ccc(-c2cc(C(F)(F)F)nc(NCc3ccccc3)n2)cc1
  108 | 1
> CC(C)Sc1ncc(Cl)c(C(=O)Nc2ccc(S(=O)(=O)N3CCCCC3C)cc2)n1 (centres undefined)
  109 | 0.4
> CCn1c(COC(=O)c2c(NC(C)=O)sc(C)c2C)nc2cc(S(=O)(=O)N(C)C)ccc21
  99 | -0.2
> O=C1CCN(CC(=O)Nc2ccc(Cl)cc2C(F)(F)F)CC1
  96 | -0.5
> CCC(C)n1c(SCc2ccccc2Cl)nc2ccsc2c1=O (centres undefined)
  105 | 1.5
> CC(Sc1nc(N2CCOCC2)c2c(c1C#N)CC(C)(C)OC2)C(=O)Nc1ccccc1 (centres undefined)
  100 | 0
> CN(Cc1ccccc1)C(=O)c1ccc2c(c1)OCO2
  103 | -0.2
> Cc1cc(C)c2c(n1)CC(C)(C)CC2=O
  100 | -0.3

Next structures.
The line under a structure holds: Polio RdRp inh | Polio RdRp inh FP z-score
> Cc1ccccc1OCCN1C(=O)NC(C)(c2ccccc2)C1=O (centres undefined)
  106 | 0.2
> CCN1CCN(c2ccc(NC(=O)COc3ccccc3)cc2)CC1
  106 | 1
> Cc1cc(NC(=O)N2CCC(CN3CCOCC3)CC2)ccc1Br
  107 | -0.4
> CCOC(=O)c1cc(-c2csc(CS(C)(=O)=O)n2)on1
  103 | -0.3
> CCN(CC)C(=O)CSc1nc(-c2ccccc2)cc(=O)[nH]1
  104 | 1.4
> O=C(O)/C=C/C(=O)N(Cc1ccccc1)Cc1ccco1
  101 | -0.1
> COCCNS(=O)(=O)c1ccc(S(=O)(=O)N2CCCCC2)cc1
  106 | 1.5
> CC(=O)N1CCN(c2ccccc2NC(=O)COc2ccccc2)CC1
  104 | 0.8
> O=c1[nH]c2ccc(S(=O)(=O)NC3CCCCC3)cc2[nH]1
  102 | 0.1
> CNC1CCC(C)CC1 (centres undefined)
  108 | 0.6
> Cc1c(CCC(=O)NCCc2ccc(Cl)cc2)c(=O)oc2c(C)c(O)ccc12
  108 | 0.4
> COC(=O)c1ccc(CN2C(=O)NC(Cc3ccccc3)(Cc3ccccc3)C2=O)o1
  103 | 0
> CCN1CCN(C(c2ccccc2Cl)c2c(O)cc(C)n(Cc3ccco3)c2=O)CC1 (centres undefined)
  106 | -0.4
> CCN(CC)c1ccc(CNCCCSc2nnnn2C)cc1
  110 | 0.8
> COc1ccc(CCN2C(=O)CN(C3CCCCCC3)C(=O)C2c2ccc(Cl)cc2)cc1OC (centres undefined)
  110 | 0.2
> Cc1ccccc1Nc1nnc(SCC(=O)NC(C)(C#N)C(C)C)s1 (centres undefined)
  114 | 1.6
> Cc1cc(C)n(-c2ccc(C(=O)NCCc3c[nH]c4ccccc34)cc2)n1
  100 | -0.7
> O=c1cc(CSc2nnc(-c3ccccc3)n2Cc2ccc3c(c2)OCO3)nc2sccn12
  104 | 0.3
> CCC12CN3CC(CC)(CN(C1)C3c1ccc(OCc3ccccc3)cc1)C2=O (centres undefined)
  112 | 1.4
> O=C1c2ccccc2C(=O)N1CC(O)CN1CCOCC1 (centres undefined)
  104 | 0.7

Reprinted at random: three entries already listed
The line under a structure holds: Polio RdRp inh | Polio RdRp inh FP z-score
> COC(=O)c1ccc(CN2C(=O)NC(Cc3ccccc3)(Cc3ccccc3)C2=O)o1
  103 | 0
> CCC12CN3CC(CC)(CN(C1)C3c1ccc(OCc3ccccc3)cc1)C2=O (centres undefined)
  112 | 1.4
> O=c1[nH]c2ccc(S(=O)(=O)NC3CCCCC3)cc2[nH]1
  102 | 0.1

Next part
The line under a structure holds: Polio RdRp inh | Polio RdRp inh FP z-score
> COCC(C)n1c(C)cc(C(=O)CSc2ncccn2)c1C (centres undefined)
  106 | 0.3
> CC1(C)CC(=O)C2=C(C1)N(c1c(F)cccc1F)C(N)=C(C#N)C2c1ccsc1 (centres undefined)
  110 | 0.6
> N#Cc1nc(-c2ccccc2)oc1NCCCN1CCOCC1
  99 | -0.2
> CCS(=O)(=O)Nc1ccc(C2=NN(S(=O)(=O)CC)C(c3ccccc3)C2)cc1 (centres undefined)
  119 | 1.5
> CCOC(=O)C1CCN(c2nnnn2-c2ccccc2)CC1
  98 | -0.9
> Cc1ccccc1CCNC(=O)c1cc2ccccn2n1
  109 | 0.4
> O=C(OC[C@@H]1CCCN2CCCCC12)c1ccccc1 (some centres undefined)
  104 | 0.2
> O=C(O)c1ccccc1S(=O)c1ccc(Cl)cc1 (centres undefined)
  100 | -0.5
> Cc1cc(C)n(CCCN)n1
  101 | 0.4
> CCOC(=O)[C@@H]1CSC(c2ccc(OC)c(OC)c2)N1 (some centres undefined)
  104 | 0.1
> Clc1ccc(-c2nc(-c3ccccc3)no2)cc1
  101 | -0.1
> C=CCNC(=O)c1cccc2c1-c1ccccc1C2=O
  105 | 0.9
> O=c1c(=O)n(-c2ccccc2)ccn1Cc1ccccc1
  104 | 1.5
> Nc1nnc(SCc2ccccc2)s1
  103 | 0.3
> CCN1C[C@@]2(COC)C3[C@@H](OC)[C@H]4[C@@H]1[C@@]3(C1C[C@@]3(O)[C@H](OC(=O)c5ccccc5)C1[C@]4(OC(C)=O)[C@@H](O)[C@H]3OC)[C@@H](OC)C[C@H]2O (some centres undefined)
  97 | -0.2

Five consecutive records already listed, for reference:
The line under a structure holds: Polio RdRp inh | Polio RdRp inh FP z-score
> N#Cc1nc(-c2ccccc2)oc1NCCCN1CCOCC1
  99 | -0.2
> CCS(=O)(=O)Nc1ccc(C2=NN(S(=O)(=O)CC)C(c3ccccc3)C2)cc1 (centres undefined)
  119 | 1.5
> CCOC(=O)C1CCN(c2nnnn2-c2ccccc2)CC1
  98 | -0.9
> Cc1ccccc1CCNC(=O)c1cc2ccccn2n1
  109 | 0.4
> O=C(OC[C@@H]1CCCN2CCCCC12)c1ccccc1 (some centres undefined)
  104 | 0.2

These rows are one share of the data; count on the stated rates, not on these rows.
